# Screening data from PubChem BioAssay.
# RECQ1 inh – qHTS Assay for Inhibitors of RecQ-Like Dna Helicase 1 (RECQ1); ATP-dependent DNA helicase Q1 (Homo sapiens), P46063; RECQ1 DNA unwinding, red fluorescence kinetic read; Potency, µM (doses to about 57.3 µM), for the others: at the top dose activity, negative = inhibition, hits mostly inhibitors; 0.54% of 240,000 active; AID 2549, 2010;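 further: plate controls were vehicle for no effect and no enzyme for full effect; nearly all actives have a fitted effect of over 30% in size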
# Target sequence (P46063 whole entry, looked up): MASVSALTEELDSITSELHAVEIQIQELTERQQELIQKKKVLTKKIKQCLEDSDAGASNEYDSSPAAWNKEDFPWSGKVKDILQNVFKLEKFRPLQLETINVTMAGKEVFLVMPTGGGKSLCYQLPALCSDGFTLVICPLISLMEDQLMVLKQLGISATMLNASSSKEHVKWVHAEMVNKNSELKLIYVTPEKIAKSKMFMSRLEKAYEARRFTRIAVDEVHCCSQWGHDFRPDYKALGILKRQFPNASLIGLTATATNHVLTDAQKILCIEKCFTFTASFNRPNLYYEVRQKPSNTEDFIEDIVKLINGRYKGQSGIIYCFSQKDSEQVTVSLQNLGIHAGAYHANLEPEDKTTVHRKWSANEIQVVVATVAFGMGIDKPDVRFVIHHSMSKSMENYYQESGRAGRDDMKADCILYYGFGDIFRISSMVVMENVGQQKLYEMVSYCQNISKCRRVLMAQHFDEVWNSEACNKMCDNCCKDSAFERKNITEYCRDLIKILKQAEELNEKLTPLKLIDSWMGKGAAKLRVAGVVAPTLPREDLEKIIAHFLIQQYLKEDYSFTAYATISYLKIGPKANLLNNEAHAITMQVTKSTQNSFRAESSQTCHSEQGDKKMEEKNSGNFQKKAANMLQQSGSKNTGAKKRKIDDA
#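 RECQ1T1 50 nM; forked duplex (20 bp + 30-nt ss tails) 200 nM, ATP 2 mM final; pH 8.0, 2 mM MgCl2, 2.5 ug/ml poly(dI-dC); 15 min compound preincubation; discontinuous kinetic read over 2 h at RT.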
# RGS12 GoLoco inh – qHTS Assay for Inhibitors of RGS12 GoLoco Motif Activity (Red Fluorophore). Gai1:RGS12 GoLoco peptide FP, rhodamine, 10 min. Potency, µM (titrated, usually from 61.6 µM), inactives show top-dose activity, negative = inhibition, hits mostly inhibitors. 0.44% of 230,000 active. AID 880, 2007; active means well fitted inhibition curve with a large enough effect, not every such curve was filed as active; inactive means no such curve, though single readings can be large or run the other way; further: on the % scale 0 is the no-effect control and ±100 the full control effect; nearly all actives have a fitted effect of over 30% in size; many of its hits are not listed in these tables
# Target sequence (P63096 whole entry, looked up): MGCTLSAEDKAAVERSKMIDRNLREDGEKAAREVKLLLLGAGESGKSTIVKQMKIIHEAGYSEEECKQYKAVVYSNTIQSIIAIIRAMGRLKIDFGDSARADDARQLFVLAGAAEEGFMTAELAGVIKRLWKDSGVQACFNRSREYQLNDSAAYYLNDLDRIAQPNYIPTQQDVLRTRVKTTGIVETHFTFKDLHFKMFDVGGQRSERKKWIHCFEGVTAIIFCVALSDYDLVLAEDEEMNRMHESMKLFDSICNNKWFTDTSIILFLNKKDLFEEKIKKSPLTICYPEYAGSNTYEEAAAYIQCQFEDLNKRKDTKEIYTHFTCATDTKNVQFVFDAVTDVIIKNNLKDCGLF
# NPSR antag – qHTS Assay for Antagonists of the Neuropeptide S Receptor: cAMP Signal Transduction; Q6W5P4; AID 1461, 2008; CHO-NPSR cells, cAMP TR-FRET, antagonist mode; 1% of 220,000 active; Potency, µM (doses to about 38.3 µM), for inactives: at the highest dose activity change, negative = inhibition, actives largely listed as inhibitors; further: on the % scale 0 is the no-effect control and ±100 the full control effect; nearly all actives have a fitted effect of over 50% in size; many of its hits are not listed in these tables
# Epigenetic reg – Quantitative High-Throughput Screen for Regulators of Epigenetic Control. murine LDR cells, GFP reporter derepression, 30 h. Potency, µM (top dose mostly 53.9 µM), for the others: top-dose GFP activation, actives largely listed as activators. 0.2% of 280,000 active. AID 1865, 2009; further: % of control where 0% means no effect; nearly all actives have a fitted effect of over 60% in size
#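 GFP-positive cell count by laser-scanning cytometry (objects 20–120 um) after 30 h, 37 C compound exposure of murine LDR cells; reporter is CMV-GFP integrated at a silenced locus, inducible by HDAC or DNMT inhibitors.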
# Luc counter – Counterscreen for Luciferase (Kinase-Glo TM) Inhibition; AID 1379, 2008; 0.28% of 200,000 active; Potency, µM (top dose mostly 38.3 µM), inactives show at the top dose activity change, negative = inhibition, most hits filed as inhibitors; Kinase-Glo luciferase, ATP luminescence, 8 min; further: on the % scale 0 is the no-effect control and ±100 the full control effect; nearly all actives have a fitted effect of over 60% in size
#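 Inhibition of Kinase-Glo luciferase light generation was assessed at 10 uM ATP in pH 7.2 imidazole buffer, with luminescence measured after eight minutes at ambient temperature.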
# SMN2 splice enh – qHTS Assay for Enhancers of SMN2 Splice Variant Expression; HEK293 SMN2-luciferase splicing reporter, luminescence, 30-36 h; Potency, µM (highest dose often 46.1 µM), inactives show at the top dose activity change, positive = activation, actives largely listed as activators; 2.8% of 210,000 active; AID 1458, 2008; further: % of control where 0% means no effect; nearly all actives have a fitted effect of over 55% in size
#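 qHTS luciferase splicing reporter: luminescence rises when SMN2 exon 7 is included in transfected HEK293 cells. Compound exposure lasted 30-36 h at 37C, with 4.5 mM final sodium butyrate as control, followed by a ONE-Glo read.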
# IMPase Li cell – qHTS Assay for Identifying the Cell-Membrane Permeable IMPase Inhibitors: Potentiation with Lithium; CHO-M1 cells, IP1 TR-FRET (IP-One), carbachol + lithium; Potency, µM (series often up to 59.4 µM), without a hit: at the top dose activity, negative = IMPase inhibition, hits mostly inhibitors; 0.35% of 210,000 active;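 further: IP1 builds up when IMPase is blocked and the TR-FRET signal falls; plate controls were basal vehicle for no effect and high inhibitor control for full effect; nearly all actives have a fitted effect of over 50% in size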
#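 Concentration–response in CHO-M1 cells, lithium-potentiated; 30 min at 37C. IP1 detected by competitive TR-FRET after 10 min lysis at RT. Hill-fitted AC50.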
# KDM4E inh – qHTS Assay for Inhibitors of Human Jumonji Domain Containing 2E (JMJD2E) | Potency, µM (doses to about 57.1 µM), without a hit: at the top dose activity change, negative = inhibition, actives largely listed as inhibitors | AID 2147, 2009 | JMJD2E catalytic domain, FDH-coupled NADH fluorescence (FDH is formaldehyde dehydrogenase) | Lysine-specific demethylase 4E (Homo sapiens), B2RXH2 | 1.6% of 230,000 active; active means well fitted inhibition curve with a large enough effect, not every such curve was filed as active; inconclusive means small, poorly fitted or top-dose-only effect, or another doubt; inactive means no such curve, though single readings can be large or run the other way;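 further: 0% = wells with enzyme and -100% = buffer wells without enzyme; nearly all actives have a fitted effect of over 50% in size; many of its hits are not listed in these tables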
# * marks the source's active call; other numbers are inactive results; i = inactive; u = inconclusive; x = not tested or not shown; [ ] = remark or other dose. Unless noted, the call rests on the fitted dose curve; in most records, active means well fitted curve in the direction sought with a large enough effect; inconclusive means small, poorly fitted or top-dose-only effect, or another doubt; inactive means no such curve, though single readings can be large; an effect the other way counts as inactive or inconclusive. Potency means the concentration at half of the fitted maximal effect. An excerpt; count on the stated rates, not on these rows.
# Values run as follows: IMPase Li cell	Luc counter	Epigenetic reg	NPSR antag	RECQ1 inh	RGS12 GoLoco inh	SMN2 splice enh	KDM4E inh
> Cc1ccc(-c2nsc3c(N4CCC(C(N)=O)CC4)ncnc23)cc1
→ 2%[38.3 µM]	-2%	1.6%	8%[46.1 µM]	0%	0%	-16%	9%
> Cc1nc(C)c(N)c(=O)[nH]1
→ -2%	-2%	2.5%	8%	-1%	3%	1%	2%
> COc1ccc(NC(=O)CC2C(=O)NCCN2C(=O)c2ccc(N(C)C)cc2)cc1 (stereo not given)
→ x	x	-0.3%	-3%[7.67 µM]	-12%	-14%	x	-1%
> COc1ccccc1C/C(N)=N/OC(=O)c1ccc(C)c([N+](=O)[O-])c1
→ -6%[38.3 µM]	1%	-1.1%	-10%[46.1 µM]	-33%	-12%	-6%	-4%
> O=C(CC1C(=O)NCCN1Cc1ccc(-c2ccccc2)cc1)NCCCn1ccnc1 (stereo not given)
→ x	x	1.1%	12%	-4%	-7%	x	-12%
> CCN(c1ccccc1)c1nc2ccsc2c(=O)s1
→ -3%[38.3 µM]	0%	0.0%	-3%[46.1 µM]	-8%	8%	-10%	u
> O=C(CSc1nnc(COc2ccccc2F)n1-c1ccccc1)NC1CCS(=O)(=O)C1 (stereo not given)
→ -1%	0%	0.0%	11%	8%	7%	11%	-4%
> O=C(CSc1nc2ccsc2c(=O)n1-c1ccccc1)N1CCCC1
→ 0%	4%	-0.9%	1%[46.1 µM]	-5%	1%	-7%	0%
> CCOC(=O)c1c(C)nn(Cc2cccc(Cl)c2)c1N
→ -23%[38.3 µM]	-3%	0.9%	-5%[46.1 µM]	-1%	-6%	-45%[inhibitor]	0%
> CCc1cccc(CC)c1NC(=O)C1CN(S(=O)(=O)c2ccccc2)CCN1S(=O)(=O)c1ccccc1 (stereo not given)
→ x	x	-0.9%	-18%[46.1 µM]	-7%	x	x	8%
> O=C(Cn1c(=O)oc2cc(S(=O)(=O)N3CCCCC3)ccc21)N1CCc2ccccc2C1
→ 5%[38.3 µM]	0%	1.5%	-2%[46.1 µM]	i	3%	-28%	6%
> CC(C)N(C(=O)CSc1nc2ccccc2c(=O)[nH]1)C(C)C
→ 1%	-2%	-1.4%	2%	-8%	-1%	x	11%
> O=C(O)CCNc1ncnc2nc[nH]c12
→ -2%	0%[7.66 µM]	x	x	x	7%[14.2 µM]	-3%[9.22 µM]	x
> CC(C)(C)OC(=O)N1CCC(C(=O)N2CCC[C@H]2C(=O)O)CC1
→ -27%[38.3 µM]	0%	2.2%	4%[46.1 µM]	i	5%	-2%	-4%
> O=C(NC(=S)NCCOCc1ccc(Cl)cc1)c1cccnc1
→ 4%	1%	-0.9%	-3%	0%	3%	11%	4%
> FC(F)(F)c1nnc(-c2ccccc2)nc1N1CCCC1
→ 11%	0%	-2.5%	-12%	0%	5%	8%	15%
> COc1ccc(CCNC(=O)Nc2cccc([N+](=O)[O-])c2)cc1OC
→ -9%	-7%	0.0%[10.1 µM]	12%	6%	21%	-25%	7%
> O=C(Cn1cnc2scc(-c3ccc(Cl)cc3)c2c1=O)N1CCOCC1
→ x	x	-5.6%	-5%	-3%	33%[activator]	x	4%
> CN(C)CCCOC(=O)COc1ccc(C(C)(C)C)cc1
→ 2%	-2%	-0.9%	0%	-1%	1%	3%	-5%
> CN(C)CCN(Cc1cc2cc3c(cc2[nH]c1=O)OCO3)C(=S)NCc1ccco1
→ 8%	-1%	0.1%	-6%	-1%	-2%	x	u
> CC(C)C(NC(=O)c1ccc(C(C)(C)C)cc1)C(=O)Nc1cccc(S(N)(=O)=O)c1 (stereo not given)
→ 4%	1%	1.3%	-33%	-30%	11%	5%	0%
> CC(O)/C=C/C1OC(=O)CC1Nc1ccc(C=O)cc1 (stereo not given)
→ -6%	x	1.0%	-16%	-10%	0%	x	-10%
> Cc1ccc(Cl)cc1NC(=O)CCn1cccc1
→ 9%[38.3 µM]	-4%	-1.1%	-6%[46.1 µM]	2%	5%	-13%	2%
> O=C(N/N=C/C(Cl)=C/c1ccc([N+](=O)[O-])cc1)C(=O)Nc1ccc(C(=O)O)cc1
→ x	x	-0.3%	45%	i	1%	x	-9%
> CC(NC(=O)/C(C#N)=C/c1cccs1)c1ccccc1 (stereo not given)
→ 14%	4%	-5.1%	-20%	i	8%	-1%	-13%
> O=C(Nc1ccc(N2CCOCC2)cc1)c1cc2c(s1)CCCCC2
→ 5%	1%	0.3%	-11%	-6%	18%	-16%	-22%
> COc1ccc(CN(C)C(=S)Nc2ccc(OC(F)F)cc2)cc1
→ -8%	x	-1.3%	7%	-16%	-6%	x	7%
> CCCS(=O)(=O)N1CCCC(C(=O)NC2CCCC(C)C2C)C1 (stereo not given)
→ 0%[38.3 µM]	4%	-13%	-15%[46.1 µM]	-9%	4%	0%	-4%
> CC1(C)C2CCC1(CS(=O)(=O)Nc1ccc(S(=O)(=O)N3CCCCC3)cc1)C(=O)C2 (stereo not given)
→ 6%	-2%	-3.2%	-11%	-6%	-16%	-19%	2%
> CCOC(=O)CN1CC23C=CC(O2)C(C(=O)Nc2ccc(F)c(C)c2)C3C1=O (stereo not given)
→ 13%[38.3 µM]	2%	1.2%	-2%[46.1 µM]	-5%	6%	-24%	-5%

# One compound at a time, as listed above.
# `CCOC(=O)c1c(C)nn(Cc2cccc(Cl)c2)c1N` is listed as IMPase Li cell: -23%[38.3 µM]; Luc counter: -3%; Epigenetic reg: 0.9%; NPSR antag: -5%[46.1 µM]; RECQ1 inh: -1%; RGS12 GoLoco inh: -6%; SMN2 splice enh: -45%[inhibitor]; KDM4E inh: 0%
# `Cc1nc(C)c(N)c(=O)[nH]1` is listed as IMPase Li cell: -2%; Luc counter: -2%; Epigenetic reg: 2.5%; NPSR antag: 8%; RECQ1 inh: -1%; RGS12 GoLoco inh: 3%; SMN2 splice enh: 1%; KDM4E inh: 2%

# Carrying on:
# Values run as follows: IMPase Li cell	Luc counter	Epigenetic reg	NPSR antag	RECQ1 inh	RGS12 GoLoco inh	SMN2 splice enh	KDM4E inh
> Clc1cc(Cl)cc(CSc2nnc(-c3sccc3-n3cccc3)o2)c1
→ -13%[38.3 µM]	-3%	-0.9%	-24%[46.1 µM]	6%	1%	-19%	0%
> CCCCc1nc(NCCNC(=O)c2ccco2)c(C#N)c2c1CSC(C)(C)C2
→ 42%[activator][38.3 µM]	-7%	3.8%	-12%[46.1 µM]	u	-13%	19%	u
> CC/C(=C/c1sc2ccc(C)cc2[n+]1CCO)SC
→ 7%	0%	2.2%	10%	-11%	148%[activator]	x	u
> Cc1ccc(NC(=O)c2cc(NC(=O)c3ccco3)ccc2N2CCCCC2)cc1
→ -5%[38.3 µM]	-1%	-2.3%	u	-13%	-3%	-25%	u
> c1ccc(-c2nc(NCCCn3ccnc3)c3oc4ccccc4c3n2)cc1
→ -11%[38.3 µM]	-5%	1.9%	-24%[46.1 µM]	-2%	13%	2%	8%
> NC(=O)c1ccc(NC(=O)CCNC(=O)c2ccco2)cc1
→ x	x	0.0%	11%	-3%	-11%	x	4%
> COc1ccccc1NC(=O)C12CCC(C)(C(=O)C1)C2(C)C (stereo not given)
→ 6%	-1%	1.6%	13%	-5%	8%	0%	-7%
> CCOC(=O)c1c(C)oc2ccc(OCC(=O)N(CC)CC)cc12
→ 22%[38.3 µM]	0%	-11%	5%[46.1 µM]	-7%	-7%	-27%	u
> c1ccc(N/N=C2\CCCc3ccccc32)nc1
→ 3%	-3%	1.8%	9%	-2%	3%	-5%	-22%
> Cc1nc2c(c(=O)c3ccccc3n2C)c(=O)n1-c1ccccc1
→ x	x	-1.0%	-2%	-14%	19%	x	-2%
> CCCCC1(C)OC(=O)C(=Cc2ccc(-c3ccc(Cl)c(C(=O)O)c3)o2)C(=O)O1 (stereo not given)
→ x	x	-0.2%	u	u	0%	x	u
> CC1(C)CC(=O)C(C(=O)C2CCN(S(=O)(=O)c3ccccc3)CC2)C(=O)C1
→ -6%	3%	3.9%	-4%	i	9%	-18%	-11%
> Cc1cccc(NC(=O)CSc2nnc(-c3ccccc3Br)o2)c1C
→ 9%[38.3 µM]	0%	17%	-21%[46.1 µM]	13%	0%	-5%	0%
> COCCCNC(=O)C1CCN(c2ccc(N3CCOCC3)nn2)CC1
→ x	x	0.0%	11%	11%	-2%	x	u
> CCOC(=O)Cn1cc(C(=O)C2CC2)c2ccccc21
→ 0%[38.3 µM]	-2%	-1.1%	-20%[46.1 µM]	-2%	-4%	-10%	4%
> O=C(/C=C/c1ccccc1)Nc1nc(-c2ccncc2)cs1
→ 12%	5%	2.5%	-5%	-1%	-2%	-75%[inhibitor]	u
> CNc1nc2c(c(=O)[nH]c(=O)n2C)n1CCOC
→ 1%[38.3 µM]	0%	-1.0%	5%[46.1 µM]	-1%	3%	10%	-2%
> CC(C)c1nc2sc3c(SCC(=O)NCc4ccco4)ncnc3c2c2c1CCC2
→ u	-5%	u	u	-13%	25%	-8%	2%

# Exported with bars between the fields: entries from further up
SMILES | IMPase Li cell | Luc counter | Epigenetic reg | NPSR antag | RECQ1 inh | RGS12 GoLoco inh | SMN2 splice enh | KDM4E inh
CC(NC(=O)/C(C#N)=C/c1cccs1)c1ccccc1 (stereo not given) | 14% | 4% | -5.1% | -20% | i | 8% | -1% | -13%
CCOC(=O)c1c(C)oc2ccc(OCC(=O)N(CC)CC)cc12 | 22%[38.3 µM] | 0% | -11% | 5%[46.1 µM] | -7% | -7% | -27% | u
CC(C)C(NC(=O)c1ccc(C(C)(C)C)cc1)C(=O)Nc1cccc(S(N)(=O)=O)c1 (stereo not given) | 4% | 1% | 1.3% | -33% | -30% | 11% | 5% | 0%
O=C(/C=C/c1ccccc1)Nc1nc(-c2ccncc2)cs1 | 12% | 5% | 2.5% | -5% | -1% | -2% | -75%[inhibitor] | u
